# Glyco luc inh – blocks N-linked glycosylation in D54 reporter cells; D54 ERlucT glycosylation luciferase reporter, 24 h; percent of 100 nM tunicamycin response; reporter increase, % at 12.5 µM; hit rate 0.23% among 360,000; AID 588692;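 active = mean luciferase reporter signal, scaled so untreated is 0 and the glycosylation-blocking control 100, at or above a set limit in every replicate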;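 note: luciferase carries N-glycosylation sites so blocking glycosylation raises the light; 0% = median of neutral control wells and 100% = median of 100 nM tunicamycin wells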
# MC4R barr agon – agonists of human melanocortin 4 receptor (MC4R) beta-arrestin | P32245 | U2OS MC4R beta-arrestin complementation, luminescence; percent of melanotan II response, DMSO zero | activation, % at 8.9 µM | hit rate 0.98% among 360,000;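 active = activation above a per-plate cutoff, the mean activation of sample wells on that plate plus 3 SD, cut at about 8% in these data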
# ABHD5 PLIN5 PPI – blocks binding of human ABHD5 to perilipin-5 | Split G. princeps luciferase complementation, luminescence, 4 h | inhibition, % at 4 µM | Q00G26+Q8WTS1 | hit rate 0.78% among 360,000;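 active = inhibition above the mean inhibition across every tested compound plus 3 SD, cut at about 22% in these data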;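 note: 0% = DMSO only wells and the 100% control is not disclosed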
# PDI turbidity – blocks human protein disulfide isomerase activity; PDI insulin aggregation turbidity, A650, 90 min; inhibition, % at 10 µM; hit rate 0.052% among 350,000; AID 588391;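 active = mean inhibition across replicates of 30% or more, whatever share of single replicates reach that level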;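 note: absorbance from insulin aggregation driven by PDI reduction with DTT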
# Target sequence (P07237 whole entry, looked up): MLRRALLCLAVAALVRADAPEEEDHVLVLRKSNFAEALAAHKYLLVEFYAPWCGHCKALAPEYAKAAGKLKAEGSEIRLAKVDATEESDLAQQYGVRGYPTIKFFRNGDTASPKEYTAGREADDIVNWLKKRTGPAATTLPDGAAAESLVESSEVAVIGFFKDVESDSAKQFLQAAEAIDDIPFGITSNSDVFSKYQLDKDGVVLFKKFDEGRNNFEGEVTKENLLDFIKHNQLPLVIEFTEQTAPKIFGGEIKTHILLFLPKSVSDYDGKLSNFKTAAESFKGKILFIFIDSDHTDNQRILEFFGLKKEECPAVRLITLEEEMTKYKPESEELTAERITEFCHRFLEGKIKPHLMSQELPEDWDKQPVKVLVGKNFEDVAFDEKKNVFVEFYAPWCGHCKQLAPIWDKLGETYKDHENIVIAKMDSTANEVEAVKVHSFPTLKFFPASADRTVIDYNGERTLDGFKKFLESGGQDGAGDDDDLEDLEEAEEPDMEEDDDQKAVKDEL
# m5-HT2A agonist – activates the mouse 5-HT2A serotonin receptor | CHO-K1 mHTR2A beta-arrestin complementation, luminescence; percent of 30 µM serotonin response | activation, % at 7.6 µM | hit rate 0.66% among 360,000;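 active = activation above a run cutoff, the mean activation of all tested compounds plus 3 SD, cut at about 14% in these data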;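 note: 0% = plate median of compound wells and 100% = 30 µM serotonin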
# Target sequence (P35363 whole entry, looked up): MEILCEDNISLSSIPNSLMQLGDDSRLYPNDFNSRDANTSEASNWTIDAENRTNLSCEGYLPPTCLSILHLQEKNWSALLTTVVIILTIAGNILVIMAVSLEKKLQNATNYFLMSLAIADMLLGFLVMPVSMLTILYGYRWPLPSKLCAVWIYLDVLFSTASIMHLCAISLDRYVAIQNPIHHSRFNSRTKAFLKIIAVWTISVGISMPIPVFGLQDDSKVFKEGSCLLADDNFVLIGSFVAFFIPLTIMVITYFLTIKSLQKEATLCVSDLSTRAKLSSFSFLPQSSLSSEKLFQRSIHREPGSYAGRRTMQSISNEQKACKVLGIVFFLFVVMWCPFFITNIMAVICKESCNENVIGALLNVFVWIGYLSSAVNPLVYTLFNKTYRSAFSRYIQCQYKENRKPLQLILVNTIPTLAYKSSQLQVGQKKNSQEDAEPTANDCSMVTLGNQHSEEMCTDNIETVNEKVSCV
# CaV13 FRET inh – Primary screen for inhibitors of IQ motif and Ca2+-dependent inactivation inhibitor domain binding in CACNA1D, Förster resonance energy transfer in living cells, …. HEK cells, CFP/YFP FRET ICDI-IQ, plate reader, 10 min; percent FRET-ratio fall versus neutral wells. inhibition, % at 12.3 µM. hit rate 0.098% among 340,000. AID 743397;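 active = mean replicate inhibition of at least 30% and at least 1% of replicates passing that level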;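 note: 0% = median of the neutral control wells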
# MC4R antag cAMP – antagonists of human melanocortin 4 receptor (MC4R); P32245; MC4R-expressing cells, MTII-stimulated cAMP, LANCE TR-FRET; inhibition, % at 6.5 µM; hit rate 0.48% among 360,000;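 active = inhibition above its plate's cutoff, the mean of tested wells on that plate plus 3 SD, cut at about 29% in these data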;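 note: 0% = Melanotan II alone and 100% = Melanotan II plus saturating MCL0020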
#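 System: U2OS cells stably expressing human melanocortin 4 receptor (MC4R). Reagent: Melanotan II challenge after compound preincubation. Doses: 6.5 µM. Times: 30-min compound, 1-h challenge, 1-h detection, room temperature. Measured by: TR-FRET with Eu-cAMP and labeled anti-cAMP, 671 nm. Replicates: singlicate.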
# Exocytosis inh – blocks lytic granule exocytosis. TALL-104 LAMP-1 surface exposure, flow cytometry; cells stimulated with thapsigargin and PMA. inhibition, % at 10 µM. hit rate 0.66% among 360,000. AID 651702;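 active = inhibition above about 55%, limit read from the data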
# ABCB6 inh MLPCN – inhibitors of human ABC transporter ABCB6; Q9NP58; K562-ABCB6 porphyrin accumulation, flow cytometry, 1 h; active compounds read low; fluorescence ratio to DMSO, % at 10 µM; hit rate 0.19% among 360,000; AID 602162;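 active = fluorescence ratio to DMSO below 75%, the collection mean minus 3 SD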;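 note: signal is porphyrin accumulated inside mitochondria; 100% equals median channel fluorescence of DMSO control wells; lower ratio means ABCB6 inhibition with less porphyrin fluorescence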
# H9c2 protect – protects H9c2 cardiomyocytes from peroxide injury; hit rate 0.63% among 360,000; protection from H2O2 cell death, % at 20 µM; AID 588492; H2O2 injury protection, ATPLite, 2 h;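 active = compounds giving at least 50% protection of heart cells from peroxide-induced death in the single-dose screen, raw or plate-pattern-corrected value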;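 note: 0% = DMSO wells with peroxide and 100% = DMSO wells without peroxide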
# Active calls of the source: *; . = no result given.
# Start of the listing, in advance, four compounds:
SMILES,Glyco luc inh,MC4R barr agon,ABHD5 PLIN5 PPI,PDI turbidity,m5-HT2A agonist,CaV13 FRET inh,MC4R antag cAMP,Exocytosis inh,ABCB6 inh MLPCN,H9c2 protect
COc1ccc(NC(=O)c2nc[nH]c2C(=O)N[C@H](C)c2ccccc2)cc1,0,-0.2,-6,-2,11,-3,4,-9,101,10
CSc1ccc(C2=CC(=O)C[C@H](c3ccc4c(c3)OCO4)C2)cc1,7,-0.9,-4,-1,-1,-3,4,-1,102,-4
CCCCN(C(=O)CSc1nnc(-c2ccc(OC)cc2)n1CC)c1c(N)n(Cc2ccccc2)c(=O)[nH]c1=O,3,-1.1,-6,8,-1,-5,3,-1,95,11
C=CCC(O)(CCN1CCCCC1)c1ccccc1 (centres undefined),-1,-0.7,-6,5,-1,-1,5,1,95,4

# This part in full, repeating the preview:
SMILES,Glyco luc inh,MC4R barr agon,ABHD5 PLIN5 PPI,PDI turbidity,m5-HT2A agonist,CaV13 FRET inh,MC4R antag cAMP,Exocytosis inh,ABCB6 inh MLPCN,H9c2 protect
COc1ccc(NC(=O)c2nc[nH]c2C(=O)N[C@H](C)c2ccccc2)cc1,0,-0.2,-6,-2,11,-3,4,-9,101,10
CSc1ccc(C2=CC(=O)C[C@H](c3ccc4c(c3)OCO4)C2)cc1,7,-0.9,-4,-1,-1,-3,4,-1,102,-4
CCCCN(C(=O)CSc1nnc(-c2ccc(OC)cc2)n1CC)c1c(N)n(Cc2ccccc2)c(=O)[nH]c1=O,3,-1.1,-6,8,-1,-5,3,-1,95,11
C=CCC(O)(CCN1CCCCC1)c1ccccc1 (centres undefined),-1,-0.7,-6,5,-1,-1,5,1,95,4
COc1ccc(-c2noc(C3CCCN(C(=O)c4c(F)cccc4F)C3)n2)cc1OC (centres undefined),-2,0.1,8,-10,-3,-4,-1,-2,96,11
CN1CCc2c(sc3nc(SCC(=O)N4CCOCC4)nc(N)c23)C1,2,0.6,11,2,6,-5,3,-2,95,-2
O=C(OCc1ccccc1C(F)(F)F)c1ccc(Br)c(S(=O)(=O)N2CCOCC2)c1,-4,-2.4,1,4,4,-5,0,1,92,-6
Cc1ccc(-n2nnnc2SCn2nnc3ccccc3c2=O)c(C)c1,1,-0.1,-4,7,-5,-7,2,-2,87,-21
CCN=c1scc(-c2ccccc2)n1/N=C/c1ccccn1,-23,-1.4,-7,-1,-4,.,-4,6,100,-12
COc1ccc(/C=C/c2nc(C)c(-c3ccccc3)c(=O)[nH]2)cc1OC,-2,0.1,-2,-11,1,-5,8,1,95,6
CCOC(=O)c1c(NC(=O)CSc2nnc3c(Cl)cc(Cl)cn23)sc2c1CCC2,-3,-3.7,4,12,2,-4,2,2,92,-12
Cc1ccccc1OCC(=O)NNC(=O)c1ccc(-n2cncn2)c([N+](=O)[O-])c1,2,-1.4,-2,-3,1,-7,1,-2,101,2
O=C(CN1C(=O)NC2(CCCCC2)C1=O)Nc1cc(C(F)(F)F)ccc1N1CCCC1,1,-2.1,-1,-3,7,.,0,11,97,-1
COc1ccccc1N(C)S(=O)(=O)c1ccc(C(=O)OCC(=O)N2CCCCCC2)cc1,1,-4.1,-3,5,-3,-5,-3,-10,92,-5
COc1ccc(CC2(C)OC(c3ccc(C)c([N+](=O)[O-])c3)=NN2C(C)=O)cc1 (centres undefined),-2,-0.9,1,-8,2,0,13,48,101,6
COc1cc(OC)cc(C(=O)NNC(=O)c2ccc3c(c2)OCCO3)c1,1,-2.4,-1,-8,-1,-7,4,3,100,-1
Clc1ccc(Sc2cc(N3CCOCC3)nc(-c3ccccc3)n2)cc1,0,0.5,1,-2,7,-5,2,-1,100,-12
CC(C)COc1ccc(C(=O)NNC(=O)CCC(=O)c2cccs2)cc1,1,-1.2,-3,-3,8,-5,-6,7,99,2
Cc1ccc([N+](=O)[O-])c(OCCN2C(=O)NC(C)(C)C2=O)c1,2,-2.4,-6,2,2,-3,-1,-10,99,4
COc1cc(/C=N/N=C(N)N)ccc1OCc1ccc(Cl)cc1,-19,5.9,24*,-5,-3,-5,8,13,93,-23
COc1ccc(C2/C(=C(/O)c3ccc4c(c3)CC(C)O4)C(=O)C(=O)N2CCN2CCOCC2)cc1OC (centres undefined),2,-0.9,0,10,-5,.,-1,16,101,-1
O=C(C(=O)N1CCN(C/C=C/c2ccccc2)CC1)c1ccccc1,.,.,3,.,1,-7,.,-4,.,.
COCCNC(=O)C1(C)CCCN(C(=O)c2cc(F)cc(F)c2)C1 (centres undefined),2,-1.8,5,-14,2,-5,4,-2,103,4
COc1ccc(/C=C2/C(=O)N(Cc3ccccc3)N=C2C)cc1,3,0.4,5,-6,0,-17,-11,1,99,0
O=C(O)c1ccc(Cn2cnc3sc4c(c3c2=O)CCCC4)cc1,2,1.3,5,-1,2,-2,-3,-4,108,-6
CCN1CCN(CC(=O)N2N=C(c3cccs3)CC2c2ccc(F)cc2)C(=O)C1=O (centres undefined),1,-1.5,2,-1,4,2,-6,0,96,-2
CO/N=C/C(C#N)=C/c1cc(C(=O)c2ccccc2)cn1C,8,-0.4,-5,1,-4,-4,5,3,103,-2
CCc1cccc2c(C(=O)C(F)(F)F)cn(CC(=O)N3CCOCC3)c12,1,-1.6,2,9,0,-4,4,-5,90,5
CC(C)C(=O)NC(NC(=S)Nc1cccc2cccnc12)C(Cl)(Cl)Cl (centres undefined),1,0.0,-1,-6,1,-5,7,0,96,8
Cc1ccc(OCCNC(=O)c2ccccc2OCc2c(C)noc2C)cc1,0,-1.6,3,3,6,-3,-1,-1,96,-2

# One compound at a time, as listed above. Values in the order: Glyco luc inh | MC4R barr agon | ABHD5 PLIN5 PPI | PDI turbidity | m5-HT2A agonist | CaV13 FRET inh | MC4R antag cAMP | Exocytosis inh | ABCB6 inh MLPCN | H9c2 protect
# Entry for O=C(OCc1ccccc1C(F)(F)F)c1ccc(Br)c(S(=O)(=O)N2CCOCC2)c1 = -4 | -2.4 | 1 | 4 | 4 | -5 | 0 | 1 | 92 | -6
# Entry for O=C(C(=O)N1CCN(C/C=C/c2ccccc2)CC1)c1ccccc1 = . | . | 3 | . | 1 | -7 | . | -4 | . | .
# Entry for COc1cc(/C=N/N=C(N)N)ccc1OCc1ccc(Cl)cc1 = -19 | 5.9 | 24* | -5 | -3 | -5 | 8 | 13 | 93 | -23

# (continued)
SMILES,Glyco luc inh,MC4R barr agon,ABHD5 PLIN5 PPI,PDI turbidity,m5-HT2A agonist,CaV13 FRET inh,MC4R antag cAMP,Exocytosis inh,ABCB6 inh MLPCN,H9c2 protect
O=C(Nc1ccc2nc(-c3ccccc3)[nH]c2c1)c1ccco1,4,-1.2,2,6,3,.,1,0,92,5
O=C(/C=C/N1CCOCC1)c1cc2ccccc2o1,-4,-2.4,-3,3,-3,-3,0,0,103,-11
COc1cc([N+](=O)[O-])ccc1NC(=O)CCCOc1cccc(C)c1,1,-0.2,3,-12,2,-5,5,-1,98,-13
COc1cc(CNCc2cccs2)ccc1OCc1ccccc1,-5,-0.5,2,3,-3,-7,9,0,101,0
COc1ccc(CC(=O)Nc2c3c(nn2-c2cccc(C)c2C)CS(=O)C3)cc1OC (centres undefined),1,-2.2,-8,-7,-3,.,2,-3,92,6
COc1ccc(C(C(=O)NCC2CCCO2)N(C(=O)Cn2nnc3ccccc32)c2ccccc2C(C)=O)cc1OC (centres undefined),1,-1.4,7,0,9,-3,10,3,98,3
COc1ccc(S(=O)(=O)NCCc2cn3nc(C)c(C)nc3n2)cc1F,0,-2.1,2,-9,-4,-16,3,0,102,-4
Cc1cc(-c2nc(C)c(C(=O)NN)s2)no1,1,-1.0,-3,0,2,-4,-5,6,97,13
COCCNS(=O)(=O)c1cccc2cccnc12,1,-1.4,-6,10,-6,-1,3,-2,100,8
COc1ccc(CSc2nc(CSC)cc(N3CCOCC3)n2)cc1,-3,0.9,15,-3,-4,-10,7,3,101,-1
COC(=O)c1ccc(Cl)c(NC(=O)CSc2nnc(-c3ccncc3)o2)c1,4,-2.7,1,1,-4,-5,10,-13,101,3
O=C(O)C1OCC2(CO1)COC(C(=O)O)OC2 (centres undefined),0,-1.9,-6,1,3,-6,11,0,102,1
Cc1ccc(OCCCC(=O)Nc2ccc(S(=O)(=O)Nc3cc(C)on3)cc2)cc1,3,-0.5,-2,2,1,-5,1,0,97,14
Nc1cccc(C2=Nc3cccc4cccc(c34)N2)c1,0,-4.6,1,-9,2,-5,-1,-2,101,-6
O=C(/C=C/c1cccc(Br)c1)NCC1CCCCC1,1,-2.2,-4,-8,-7,-4,2,-2,95,-12
Cc1cccc(OCCCC(=O)Nc2ccccc2C(F)(F)F)c1,1,-0.7,-8,-1,-2,-5,5,-2,89,1
O=C(CSc1nnc(-c2ccc(Cl)cc2Cl)n1C1CCCCC1)NC1CCS(=O)(=O)C1 (centres undefined),-2,1.2,1,-3,-2,-8,25,-9,99,-1
c1ccc(-c2cc3nc(NCC4CC4)nc(NCC4CCCCC4)c3s2)cc1,-14,1.6,-5,-99,-8,-8,2,57*,94,-24
CC1(C(=O)NCCc2c[nH]c3ccccc23)C=CCN1C(=O)c1ccccc1 (centres undefined),-4,0.2,-3,-2,6,-3,-3,-4,94,3
CCOC(=O)N1CCC(NC(=O)c2ccc(NC(=O)C3CCCO3)cc2)CC1 (centres undefined),2,-0.4,1,14,5,-4,1,-5,98,-1
S=C(Nc1ccccc1)c1nc2ccccc2s1,-2,0.9,-3,13,0,-2,0,2,99,-2
CCCCc1ccc(NC(=O)CSc2nc(=O)n(CCN(CC)CC)c3c2CCC3)cc1,3,0.2,3,3,0,-12,6,84*,99,-12
CN(C)c1ccc(C(=O)OCC(=O)Nc2ccc(S(N)(=O)=O)cc2)cc1,1,-0.9,1,2,2,-5,-2,-8,94,-10
O=C(OCC(=O)N1CCN(C(=O)c2ccco2)CC1)c1ccc(Cl)c(Cl)c1,2,-1.5,-5,-3,1,-2,-2,-2,99,0
COc1ccc(/C=C/C(=O)OCC(=O)N2CC(=O)Nc3ccccc32)cc1S(=O)(=O)N1CCOCC1,1,0.5,3,7,0,-20,4,1,99,34
Cc1ccn2c(CNCCn3cccn3)c(C(=O)N3CCCCCC3)nc2c1,0,-1.6,6,3,-8,-3,11,-2,97,6

# Compound activity deposited in PubChem BioAssay by several laboratories.
